D1 antag: Antagonist of Human D 1 Dopamine Receptor: qHTS. D(1A) dopamine receptor (Homo sapiens), P21728. HEK293 TREx D1 cells, calcium flux, dopamine EC80; active compounds read low. activity change, negative = inhibition, % at 10 µM. hit rate 3.2% among 360,000; in the data active = activity change below about -30%; note: % is set by controls: 0 for no effect and ±100 for the full control effect
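Allosteric or orthosteric antagonism assessed as attenuation of the calcium response to EC80 dopamine, added 180 s after compound, in induced HEK293 Trex D1 cells loaded with no-wash calcium dye.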
D1 agonist: Allosteric Agonists of the Human D1 Dopamine Receptor: qHTS. D(1A) dopamine receptor (Homo sapiens), P21728. HEK293 T-REx D1 cells, calcium flux, agonist mode. activation, % at 2 µM. hit rate 1% among 360,000; in the data active = activation above about 30%; note: 0% is about no effect
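Tetracycline-induced HEK293 TREx D1 cells, force-coupled to calcium signalling, were dye-loaded with a no-wash calcium kit. Compound was pin-added after a 10 s baseline. Fluorescence was read kinetically at 1 cycle/s for 180 s, with calcium rises flagged as agonism.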
D1 potentiator: Potentiators of Human D1 Dopamine Receptor: qHTS; D(1A) dopamine receptor (Homo sapiens), P21728; HEK293 TREx D1 cells, calcium flux, dopamine EC20 potentiation; potentiation, % at 10 µM; hit rate 0.036% among 360,000; AID 504651, 2011; in the data active = potentiation above about 30%; note: 0% is about no effect
RXFP1 antag: qHTS Assay for Antagonists of the Relaxin Receptor RXFP1. AID 1259400, 2018. activity change, negative = inhibition, % at 57.5 µM. HEK293-RXFP1, relaxin-stimulated cAMP HTRF, 30 min; active compounds read low. Relaxin receptor 1 (Homo sapiens), Q9HBX9. hit rate 0.59% among 350,000;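 active = activity change of -60% or lower, but not beyond a set lower limit; inconclusive = change between -60% and -40%, or beyond the set limit; inactive = change above -40%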; note: % is set by controls: 0 for no effect and ±100 for the full control effect
RXFP1 agonist: qHTS Assay for Agonists of the Relaxin Receptor RXFP1; Relaxin receptor 1 (Homo sapiens), Q9HBX9; HEK293T-RXFP1 cAMP TR-FRET, 30 min; response scale: percent of porcine relaxin response, buffer zero; Potency, µM (highest dose often 57.5 µM), for inactives: at the highest dose activation, usual class: activators; hit rate 0.3% among 370,000; note: potency is the fitted concentration of half-maximal effect; % is set by controls: 0 for no effect and ±100 for the full control effect; nearly all actives have a fitted effect of over 60% in size; many of its hits are not listed in these tables
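cAMP rise read by TR-FRET after 30 min, 37C compound exposure (up to 58 uM) in RXFP1-transfected HEK293 cells with Ro 20174 present. EC50 from Hill-equation fits, with 29 nM porcine relaxin as 100% and buffer as basal.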
D2 potentiator: HTS Assay for Positive Allosteric Modulators of the Human D2 Dopamine Receptor: Primary Screen for Potentiators | HEK293 T-REx D2, calcium flux, EC20 dopamine potentiation | potentiation, % at 10 µM | hit rate 0.34% among 340,000;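 active = potentiation over 3 SD above the plate norm, cut at about 30% in these data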; note: 0% is about no effect
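Primary screen. Calcium kinetics in induced HEK293 T-REx D2 cells: compound pre-addition 180 s, EC20 dopamine, 180 s more.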
TRHR PAM: qHTS for Small Molecule Agonists and Allosteric Enhancers of Human TRH Receptor: Primary Screen for Enhancers. Thyrotropin-releasing hormone receptor (Homo sapiens), P34981. TRHR cells, fluo-8 calcium fluorescence, EC20 TRH enhancement. enhancement, % at 2 µM. hit rate 0.66% among 360,000; in the data active = enhancement above about 30%; note: 0% is about no effect
Target sequence (P34981 whole entry, looked up): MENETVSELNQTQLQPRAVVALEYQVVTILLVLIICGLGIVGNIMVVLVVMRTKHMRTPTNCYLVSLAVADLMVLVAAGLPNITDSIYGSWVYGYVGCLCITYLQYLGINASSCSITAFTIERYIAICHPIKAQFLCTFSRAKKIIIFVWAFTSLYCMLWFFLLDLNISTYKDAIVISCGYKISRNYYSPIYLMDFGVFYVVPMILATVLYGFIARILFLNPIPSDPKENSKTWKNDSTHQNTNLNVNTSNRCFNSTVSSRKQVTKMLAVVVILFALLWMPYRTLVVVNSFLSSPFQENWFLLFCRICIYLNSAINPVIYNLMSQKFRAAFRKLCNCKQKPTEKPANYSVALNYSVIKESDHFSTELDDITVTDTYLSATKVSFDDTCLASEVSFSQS
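Enhancer read-out: after compound pinning and an initial kinetic agonist-mode read, an EC20 of TRH (10 nM final) was injected and fluo-8 calcium signal (Ex 480/Em 530) followed at 1 s/cycle for 100 cycles in TRHR-expressing cells.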
TRHR agonist: qHTS for Small Molecule Agonists and Allosteric Enhancers of Human TRH Receptor: Primary Screen for Agonists. Thyrotropin-releasing hormone receptor (Homo sapiens), P34981. TRHR cells, calcium flux fluo-8, FDSS agonist mode. activation, % at 2 µM. hit rate 0.18% among 360,000; in the data active = activation above about 30%; note: 0% is about no effect
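Steps: seed TRHR cells overnight; add fluo-8 no-wash Ca dye, RT 30 min–1.5 h; record 10 s baseline; pin-transfer compounds; monitor fluorescence 1 cycle/s for the agonist window. Calcium increases flag candidate agonists.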
Anesthetic bind: qHTS Assay for Identification of Novel General Anesthetics. apoferritin/1-aminoanthracene competitive binding, fluorescence. hit rate 0.074% among 350,000. Ferritin light chain (Equus caballus), P02791. Potency, µM (titrated, usually from 77.5 µM), without a hit: top-dose activity change, negative = displacement, actives largely listed as inhibitors. AID 485281, 2010; note: potency is the fitted concentration of half-maximal effect; % is set by controls: 0 for no effect and ±100 for the full control effect; nearly all actives have a fitted effect of over 20% in size
Target sequence (P02791 2-175 limits assumed): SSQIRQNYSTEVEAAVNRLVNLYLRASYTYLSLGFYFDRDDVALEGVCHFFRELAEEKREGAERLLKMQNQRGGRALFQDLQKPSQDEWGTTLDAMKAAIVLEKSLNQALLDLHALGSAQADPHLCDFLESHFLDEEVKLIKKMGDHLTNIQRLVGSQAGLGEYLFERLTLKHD
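In PBS, apoferritin at 10 uM is loaded with 1-AMA from a 50% saturated solution. After 10 min of compound exposure at ambient temperature, reduced 535 nm fluorescence indicates probe displacement.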
An asterisk follows results filed as active; ? = inconclusive; . = no result given; [ ] = another dose, or the depositor's remark. Unless noted, calls come from the whole dose curve; as a rule, active = well fitted curve in the direction sought with a large enough effect; inconclusive = small, poorly fitted or top-dose-only effect, or another doubt; inactive = no such curve, though single readings can be large; an effect the other way counts as inactive or inconclusive. An excerpt, so the mix of outcomes need not match the whole.

smiles	D1 antag	D1 agonist	D1 potentiator	RXFP1 antag	RXFP1 agonist	D2 potentiator	TRHR PAM	TRHR agonist	Anesthetic bind
CC(C)(C)OC(=O)NC1CCN(S(=O)(=O)c2ccc3c(c2)OCCO3)CC1	-27	8	-6	2	0.1%	-3	-6	0.2	-22%
O=C(CC(SCCO)c1ccc2c(c1)OCO2)c1ccco1 (stereo not drawn)	-6	1	-4	-1	3.7%	-11	2	-1.1	25%
CC(C)(C)c1ccc(C(=O)Nc2ccc(C(=O)NCc3cccnc3)cc2)cc1	2	0	-3	6	-0.3%	-14	-5	0.3	-14%
O=C(Nc1ccc(Br)cc1)c1cccc(N2C(=O)C3C4C=CC(C4)C3C2=O)c1 (stereo not drawn)	5	4	-7	-14	1.4%	14	8	0.4	?
O=C(Cn1cnc2c(nnn2Cc2ccccc2)c1=O)N1CCN(c2ccccc2)CC1	7	1	-2	-1	2.1%	0	89*	-1.1	-10%
CCOC(=O)C(Cc1ccccc1)NC(=O)Cn1nnc(-c2ccc(SC)cc2)n1 (stereo not drawn)	-1	4	7	-5	3.9%	13	-3	2.0	-3%
C/C(=N\Nc1ccccn1)c1ccc2c(c1)OCO2	1	0	-1	-1	-1.3%	-14	-5	3.1	-1%
CCOC(=O)C1CCN(c2c(NCCN3CCN(c4ccccc4)CC3)c(=O)c2=O)CC1	1	1	-2	.	1.2%	-18	-3	-0.3	-4%
CCOc1ccc(C(=O)COC(=O)c2cc(=O)[nH]c3ccccc23)cc1	-15	2	0	-11	-0.3%	5	1	0.5	.
Cc1cc(C)n2ncc(C(=O)Nc3ccc(Cl)c(Cl)c3)c2n1	-5	-1	3	8	0.5%	8	3	0.7	-8%
CCSc1ccc(C(=O)Nc2ccc(-c3nc4ccc(C)cc4s3)cc2)cc1	1	3	3	.	-0.7%	15	9	0.2	1%
CCOC(=O)N1CCC(NC(=O)c2cc(COc3c(C)cccc3C)on2)CC1	1	5	2	-7	1.8%	2	3	1.2	-21%
COc1cc(SC)ccc1C(=O)NCCOc1ccc(Cl)cc1	-7	2	-6	-17	-0.7%	-28	0	-1.0	-7%
COc1cc2c(cc1NC(=O)COC(=O)/C=C/c1ccc([N+](=O)[O-])cc1)oc1ccccc12	-13	2	-4	-6	-0.1%	6	4	0.5	-10%
O=[N+]([O-])c1ccc(S(=O)(=O)N/N=C/c2ccsc2)cc1	-1	6	-5	-5	3.3%	11	-8	-0.1	-9%

Overlap with the part before: 3 entries; new compounds follow.
Compound	D1 antag	D1 agonist	D1 potentiator	RXFP1 antag	RXFP1 agonist	D2 potentiator	TRHR PAM	TRHR agonist	Anesthetic bind
COc1cc(SC)ccc1C(=O)NCCOc1ccc(Cl)cc1	-7	2	-6	-17	-0.7%	-28	0	-1.0	-7%
COc1cc2c(cc1NC(=O)COC(=O)/C=C/c1ccc([N+](=O)[O-])cc1)oc1ccccc12	-13	2	-4	-6	-0.1%	6	4	0.5	-10%
O=[N+]([O-])c1ccc(S(=O)(=O)N/N=C/c2ccsc2)cc1	-1	6	-5	-5	3.3%	11	-8	-0.1	-9%
CC(=O)c1ccc(N/C=C\C(=O)c2ccc(C)cc2)cc1	7	0	-3	-12	1.9%	-3	-4	0.2	-1%
CN1CCc2c1nc1ccccc1c2N=C1CCCN1Cc1ccccc1	-19	4	-4	-15	0.0%	-5	0	-0.6	-12%
CCC(=O)N(CCc1ccccc1)Cc1cc2cccc(C)c2[nH]c1=O	-43*	5	1	-1	3.9%	4	7	-0.2	-1%
COc1cccc(-c2nn3c(=O)cc(CN4CCN(S(=O)(=O)c5ccc(C)cc5)CC4)nc3s2)c1	2	3	-3	.	3.7%	11	-2	-0.1	?
Cc1cc(O)c(C2(C(F)(F)F)NCCNC2=O)cc1C (stereo not drawn)	2	4	-5	-4	-0.1%	-2	43*	1.5	-2%
Cn1c(SCC(=O)Nc2ccc(C(N)=O)cc2)nc2c(c1=O)SCC2	0	3	3	-7	9.9%	-1	2	0.7	3%
FC(F)(F)c1nc(NCc2cccnc2)c2ccccc2n1	-9	4	2	-4	-0.1%	6	5	-0.5	-13%
COc1ccc(C(=O)Nc2ccc3oc(-c4ccc5ccccc5c4)nc3c2)cc1Br	1	1	1	12	-33%[inhibitor]	-1	-4	-0.5	-2%
O=C(NCc1n[nH]c(=S)n1-c1ccccc1Cl)c1ccc(S(=O)(=O)N2CCCCC2)cc1	-26	0	-1	-26	-2.2%	14	0	-0.5	-9%
COC(=O)c1ccc(CSc2nnc(N)s2)cc1	-3	3	-7	-3	1.5%	-12	-3	-0.4	?
COc1cc(C(=O)NC(C)c2ccccc2)ccc1OCC(=O)N1CCOCC1 (stereo not drawn)	5	1	2	4	-0.3%	.	7	0.6	.
CCOC(=O)c1ccc(NC(=O)CSc2nc(N3CCOCC3)nc(N3CCOCC3)n2)cc1	-6	-1	8	8	2.0%	7	8	-0.3	-4%
CC(=O)Nc1ccc(NC(=O)c2c(C)nn(Cc3ccccc3)c2Cl)cc1	-1	3	-15	-1	-1.5%	-26	3	0.4	-12%
NNC(=O)c1ccccc1-n1cccc1	-3	1	4	10	4.3%	8	-2	0.1	-12%
COc1ccc(CNC(=O)C/C(C)=N/NC(=O)COc2ccccc2)cc1	9	0	-3	0	2.5%	-5	29	-0.1	-13%
CCCC1c2ccc(C)n2CCN1C(=O)Nc1ccc(F)cc1 (stereo not drawn)	-7	6	-8	9	4.5%	4	-4	2.5	-3%
COc1ccccc1NCc1ccc([N+](=O)[O-])s1	3	0	4	1	0.7%	-4	-7	-0.8	?
CCC(=O)Nc1nc(-c2cc([N+](=O)[O-])cs2)cs1	-12	4	-1	-24	-8.8%	-10	-7	-0.2	3%
COC(=O)c1ccc(CS(=O)(=O)c2ccc(C)cc2)cc1	4	5	2	-2	0.4%	-7	-2	-0.3	-8%
Cc1ccc(-c2nnc(Nc3ccc(C(=O)N(C)C)cc3)c3ccccc23)cc1S(=O)(=O)NCC1CCCO1 (stereo not drawn)	-11	0	-5	-2	3.7%	-6	-4	0.0	-14%
Cc1ccc(-n2ccnc2SCC(=O)c2c(N)n(C3CC3)c(=O)[nH]c2=O)cc1C	-7	6	.	0	0.2%	8	9	-0.2	.
COC(CN1CCc2c(C)nc3c(C#N)cnn3c21)OC	-4	1	-2	12	17%	-3	8	1.3	-3%
COC(=O)c1ccc(COc2ccccc2/C=C(\C#N)C(=O)Nc2ccccc2C)cc1	9	4	1	.	3.9%	0	-1	-0.9	-8%
Cc1ccc(S(=O)(=O)N2CCCCC2)cc1NC(=O)[C@@H]1CCCN1C(=O)c1cccs1	-19	-1	-4	5	-0.2%	-4	-6	1.9	.
O=C(/C=C/c1ccccc1)N1CCN(c2cccc(Cl)n2)CC1	2	0	2	-7	-2.0%	10	2	-0.3	-8%
Cc1ccc(C(=O)O/N=C(\N)c2cccnc2)cc1[N+](=O)[O-]	16	4	0	-13	1.9%	-3	-4	-0.7	-6%
CCc1ccc(NC(=O)CC2C(=O)N(c3cccc(C)c3)C(=O)N2Cc2ccc(F)cc2)cc1 (stereo not drawn)	-4	3	-3	-6	-0.2%	-4	0	-0.3	-7%
Cc1nc2ccn(Cc3cccnc3)c(=O)c2cc1C(=O)N1CCN(c2ccccc2F)CC1	6	0	-2	-13	1.9%	16	1	-0.3	-6%
Cc1ccc(-n2nc3c(N4CCC(C(=O)N5CCC(C)CC5)CC4)nnc(C)c3c2C)cc1	5	2	-1	-10	0.8%	13	9	-0.6	34%[activator]
COc1ccc(C(C)=O)cc1CSc1ccc(S(=O)(=O)N2CCOCC2)cn1	-16	4	-7	2	-0.8%	6	-5	-0.4	.
CCOc1cc(N2CCOCC2)c(OCC)cc1NC(=O)COC(=O)c1cccc2ccccc12	12	3	-3	-8	0.1%	-2	-2	0.1	0%
Cc1ccccc1NC(=O)CN1C(=O)NC2(CCCCCCC2)C1=O	-7	3	-5	-15	0.9%	.	3	0.2	.

Screening data: PubChem BioAssay, National Center for Advancing Translational Sciences (NCATS)
